Screens deposited in PubChem by National Center for Advancing Translational Sciences (NCATS).
Tb PFK block – qHTS Assay to Find Inhibitors of T. brucei phosphofructokinase. hit rate 0.17% among 330,000. Potency, µM (doses to about 57.5 µM), for inactives: top-dose activity, negative = inhibition, hits mostly inhibitors. ATP-dependent 6-phosphofructokinase (Trypanosoma brucei brucei), O15648. T. brucei PFK, ADP-Glo luminescence;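 note: potency is the fitted concentration of half-maximal effect; 0% = uninhibited 1x PFK enzyme wells and -100% = no-enzyme wells; nearly all actives have a fitted effect of over 60% in size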
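ADP-Glo luminescence quantified ADP after 45 min at room temperature, with 1.25 nM T. brucei PFK, 0.1 mM ATP and 0.5 mM fructose-6-phosphate in pH 8.0 TEA buffer. qHTS titrations up to 57 µM; curves classified by quality.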
a7 integrin act – qHTS for Activators of Integrin-Mediated Alleviation for Muscular Dystrophy; Potency, µM (titrated, usually from 38.3 µM), for the others: top-dose activation, most hits filed as activators; AID 624291, 2012; alpha7betagal myoblasts, beta-gal FDG fluorescence, 48 h; hit rate 0.064% among 350,000;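 note: potency is the fitted concentration of half-maximal effect; 100% = response of the positive control SU9516; nearly all actives have a fitted effect of over 60% in size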
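alpha7betagal+/- myoblasts (passage 13, 250/well) treated 48 h at 37C with compounds at 1:260 dilution of DMSO stock. Lysed, then beta-galactosidase activity read as FDG fluorescence (ex 480/em 540) after 30 min, with pre-read for autofluorescence.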
A-T KAP1 phos – qHTS Assay for Identifying a Potential Treatment of Ataxia-Telangiectasia; […] A-T fibroblasts, KAP-1 phosphorylation AlphaLISA; neocarzinostatin DNA damage 30 min before lysis; Potency, µM (highest dose often 57.5 µM), inactives show at the top dose activation, usual class: activators; hit rate 0.19% among 320,000; AID 485349, 2010; note: potency is the fitted concentration of half-maximal effect; % of control where 0% means no effect; nearly all actives have a fitted effect of over 45% in size
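hTERT-immortalized A-T patient fibroblasts ([…]), 500 cells/well in OPTI-MEM, 1% FBS, got compounds for 60 min, then NCS for 30 min at 37C. Lysates were then assayed for phospho-KAP-1 by AlphaLISA (anti-pKAP1 donor, anti-KAP1 acceptor beads), 6 hr at 25C.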
TCR act – Activators of T cell receptors: qHTS campaign; 330,000 tested, under 10 active; primary human leukocytes, anti-CD3, IL-2 HTRF, 48 h; Potency, µM (doses to about 9.22 µM), inactives show at the highest dose activation of IL-2 secretion, most hits filed as activators; note: % of control where 0% means no effect
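Activity was scored as IL-2 release from primary human leukocytes given only a TCR signal (a-CD3 beads) plus compound for 48 hr. Detection used a two-antibody HTRF format read at 665nm.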
S-ASM inh – Inhibitors of Secretory Acid Sphingomyelinase (S-ASM): qHTS | Potency, µM (highest dose often 57.5 µM), without a hit: at the top dose activity change, negative = inhibition, most hits filed as inhibitors | hit rate 0.006% among 340,000 | placental ASM, HMU-PC fluorogenic substrate, 60 min | Sphingomyelin phosphodiesterase (Homo sapiens), P17405; note: potency is the fitted concentration of half-maximal effect
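Human placenta-derived ASM enzyme was preincubated with compound for 10 minutes at room temperature, then given fluorogenic substrate HMU-PC0 (9 uM final) for 60 minutes at 37 °C; a pH 10 stop preceded fluorescence reading at Ex 386/Em 447 nm.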
BCR signal inh – qHTS Assay to Find Inhibitors of Chronic Active B-Cell Receptor Signaling; ABC-DLBCL IkBa-CBG/CBR reporter, luminescence ratio, 4 h; Potency, µM (top dose mostly 46.1 µM), inactives show at the top dose ratio change, negative = lower green/red ratio, actives largely listed as inhibitors; hit rate 0.05% among 340,000; active = well fitted inhibition curve with a large enough effect in the signal ratio, with a control signal flat, not every such curve was filed as active; inconclusive = small, poorly fitted or top-dose-only effect, or effect the other way, or a change in a side signal; the % refers to the signal ratio;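 note: potency is the fitted concentration of half-maximal effect; plate controls were basal doxycycline-induced cells for no effect and cells given 10 µM MG132 for full effect; MG132 reads +100%, hits lower the ratio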
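Concentration-response series (up to 46 uM) were applied to TMD8 dual-reporter cells for 4 h at 37C with doxycycline. Green/red ratio, after filter-overlap correction, defined %Activity; red signal alone was normalised to basal cells and zero luminescence.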
Eya2 phos inh – qHTS Assay for Inhibitors of the Phosphatase Activity of Eya2; Potency, µM (doses to about 76.9 µM), for inactives: at the highest dose activity, negative = inhibition, most hits filed as inhibitors; hit rate 0.006% among 330,000; AID 488837, 2010; recombinant Eya2, OMFP fluorescence dephosphorylation (OMFP is methylfluorescein phosphate); note: potency is the fitted concentration of half-maximal effect; % is set by controls: 0 for no effect and ±100 for the full control effect
Target sequence (O00167 whole entry, looked up): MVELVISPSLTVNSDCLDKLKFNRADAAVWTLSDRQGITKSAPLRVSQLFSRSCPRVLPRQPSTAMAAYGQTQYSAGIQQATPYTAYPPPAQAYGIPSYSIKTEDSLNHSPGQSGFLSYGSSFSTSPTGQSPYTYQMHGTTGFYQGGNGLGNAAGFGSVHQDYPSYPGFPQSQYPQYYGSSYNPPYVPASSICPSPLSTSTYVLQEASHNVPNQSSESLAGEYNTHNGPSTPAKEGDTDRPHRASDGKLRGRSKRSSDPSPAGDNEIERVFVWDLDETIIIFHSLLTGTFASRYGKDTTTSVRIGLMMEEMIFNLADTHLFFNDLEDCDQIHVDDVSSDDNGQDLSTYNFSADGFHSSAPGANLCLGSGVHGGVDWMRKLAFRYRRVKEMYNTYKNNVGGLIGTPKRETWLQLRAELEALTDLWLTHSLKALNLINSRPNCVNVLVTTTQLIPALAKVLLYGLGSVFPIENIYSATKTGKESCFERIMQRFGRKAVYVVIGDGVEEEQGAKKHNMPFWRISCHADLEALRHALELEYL
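Eya2 (0.2 uM) preincubated 10 min at ambient with compound, then OMFP substrate added at 50 uM; 10 min reaction in 50 mM HEPES pH 7.5, 50 mM NaCl, 5 uM MgCl2, 0.05% BSA, 1 mM DTT. Fluorescence read at Ex 485/Em 525 nm.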
Mito fusion act – qHTS Assay for Small Molecule Inhibitors of Mitochondrial Division or Activators of Mitochondrial Fusion | S. cerevisiae fusion-defective mutant growth rescue, CellTiterGlo 48 h | hit rate 0.23% among 320,000 | Potency, µM (highest dose often 46.1 µM), for inactives: at the top dose growth rescue (activation), most hits filed as activators | AID 485298, 2010;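 note: potency is the fitted concentration of half-maximal effect; % of control where 0% means no effect; nearly all actives have a fitted effect of over 45% in size; temperature-sensitive fusion mutants such as fzo1-1 at 37 °C on non-fermentable ethanol glycerol medium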
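S. cerevisiae fusion-defective temperature-sensitive mutants (e.g. fzo1-1, mgm1-5) grown 48 h at 37C in YPEG (ethanol/glycerol non-fermentable) medium with 23 nl compound per well; growth rescue read as CellTiterGlo luminescence.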
ELG1 repair inh – qHTS screen for small molecules that inhibit ELG1-dependent DNA repair in human embryonic kidney (HEK293T) cells expressing luciferase-tagged ELG1 | hit rate 2.3% among 330,000 | HEK293T ELG1-luciferase reporter, luminescence, 16 h; DNA damage induced by 5-fluorouridine | Potency, µM (series often up to 46.1 µM), for inactives: at the top dose activity change, negative = inhibition, usual class: inhibitors; note: potency is the fitted concentration of half-maximal effect; % is set by controls: 0 for no effect and ±100 for the full control effect; nearly all actives have a fitted effect of over 55% in size
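5-Fluorouridine DNA damage + compound/DMSO, 2,000 cells/well, 16 h, 37 °C/5% CO2. ONE-Glo, 30 min RT, luminescence. Readout = decrease in reporter signal.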
TSHR antagonist – Antagonists of the Thyroid Stimulating Hormone Receptor: HTS campaign; Thyrotropin receptor (Homo sapiens), P16473; TSHR-expressing cells, TSH-stimulated cAMP HTRF, 2 h; stronger effect = lower value; activity change, negative = inhibition, % at 11.5 µM; hit rate 0.2% among 330,000;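 active = activity change below a set negative limit, meaning inhibition stronger than a set level, cut at about -70% in these data; inconclusive = activity change between two set negative limits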; note: % is set by controls: 0 for no effect and ±100 for the full control effect
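TSHR-expressing cells, 200/well, pre-treated with compound, then stimulated with EC80 TSH (4nM final) for 2 hours at 37 deg C. cAMP measured by competitive HTRF: anti-cAMP cryptate antibody in lysis buffer plus cAMP-d2, read after 30 minutes at room temperature.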
PTAP TSG101 blk – qHTS Assay for Iinhibitors of HIV-1 Budding by Blocking the Interaction of PTAP/TSG101. Fluorescence polarization, FITC-PTAP peptide / Tsg101 binding. 340,000 tested, under 10 active. Potency, µM (highest dose often 115 µM), for inactives: at the highest dose activity change, negative = inhibition, actives largely listed as inhibitors. Tumor susceptibility gene 101 protein (Homo sapiens), Q99816. AID 493005, 2010; active = well fitted inhibition curve with a large enough effect in the main read-out, with a control signal flat, not every such curve was filed as active; inconclusive = small, poorly fitted or top-dose-only effect, or effect the other way, or a change in a side signal; inactive = no such curve, though single readings can be large or run the other way; note: potency is the fitted concentration of half-maximal effect; % of control where 0% means no effect
Target sequence (Q99816 whole entry, looked up): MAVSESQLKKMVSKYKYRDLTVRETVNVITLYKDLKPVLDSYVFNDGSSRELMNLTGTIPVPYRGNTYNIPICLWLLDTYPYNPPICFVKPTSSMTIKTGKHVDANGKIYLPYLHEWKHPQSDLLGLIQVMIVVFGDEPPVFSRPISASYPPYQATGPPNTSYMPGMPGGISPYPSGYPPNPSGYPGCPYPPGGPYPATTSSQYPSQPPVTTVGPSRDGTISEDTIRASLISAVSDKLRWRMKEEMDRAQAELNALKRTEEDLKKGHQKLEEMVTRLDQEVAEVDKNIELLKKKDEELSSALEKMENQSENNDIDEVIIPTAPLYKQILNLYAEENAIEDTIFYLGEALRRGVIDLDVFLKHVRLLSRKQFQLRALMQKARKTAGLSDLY
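Tsg101 binding domain (10 uM final) was mixed with compound and a FITC-labeled PTAP peptide (50 nM final) in HEPES pH 7.5 buffer with NaCl, Tween 20, EDTA and TCEP; fluorescence polarization was read after 20 min at r.t.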
The depositor's hits bear a star; ? = inconclusive; / = not tested or not shown; [ ] = another dose, or the depositor's remark. Unless noted, calls come from the whole dose curve; as a rule, active = well fitted curve in the direction sought with a large enough effect; inconclusive = small, poorly fitted or top-dose-only effect, or another doubt; inactive = no such curve, though single readings can be large; an effect the other way counts as inactive or inconclusive.

SMILES | Tb PFK block | a7 integrin act | A-T KAP1 phos | TCR act | S-ASM inh | BCR signal inh | Eya2 phos inh | Mito fusion act | ELG1 repair inh | TSHR antagonist | PTAP TSG101 blk
COc1cc(OC)cc(C(=O)NCC(=O)OCc2csc(-c3ccccc3)n2)c1 | -2% | -38% | -2% | 1%[46.1 µM] | -2% | -2% | 3% | 0% | ? | -2 | -5%
C=C(C)c1cccc(C(C)(C)NC(=O)NCc2ccc(OC)cc2)c1 | -3% | -18% | 5% | 18%[46.1 µM] | 3% | 7% | -19% | -1% | 0% | -5 | -4%
O=C(NCCC1=CCCCC1)c1cc(S(=O)(=O)N2CCOCC2)ccc1Cl | -3% | -33% | 1% | 0% | -2% | -3% | 15% | 13% | -2% | -1 | -3%
CCN(CC)C(=O)Cn1cc(C(=O)C(=O)N2CCN(Cc3ccc4c(c3)OCO4)CC2)c2ccccc21 | -6% | 7% | 18% | -2% | 0% | 1% | -15% | -2% | 7% | -2 | -6%
COc1ccccc1NCC(=O)NC(=O)NC1CCCCC1 | -1% | 5% | -9% | -3% | 1% | ? | 5% | / | 8% | 5 | -5%
COc1ccc(/C=C(\NC(=O)c2ccccc2)C(=O)OC[C@@H]2CCC[N+]3(C)CCCCC23)cc1OC (stereo partly drawn) | -1% | -16% | 1% | 1% | -1% | -5% | 13% | 8% | 5% | -4 | 1%
O=C(Nc1ccc2oc(=O)ccc2c1)c1ccc2ccccc2c1 | 4% | 13% | 0% | 9% | -1% | 4% | 0% | 10% | ? | -12 | -1%
COc1ccc(C(C)(C)C)cc1S(=O)(=O)N1CCN(C)CC1 | 0% | -2% | 0% | 5% | 5% | -14% | -1% | -1% | 20% | -6 | -4%
O=C(c1ccc2snnc2c1)N1CCSCC1 | -4% | 13% | 5% | -3% | 3% | -1% | -6% | 4% | 12% | 2 | -5%
CCOC(=O)N1CCN(C(=O)CN(c2cccc(C)c2)S(=O)(=O)c2ccc(C)cc2)CC1 | 0% | 4% | -4% | 2% | 0% | -10% | 6% | 1% | -8% | -3 | -3%
NS(=O)(=O)c1ccc(CCNC(=O)CN2CCN(S(=O)(=O)c3ccccc3F)CC2)cc1 | 2% | -17% | 1% | -35% | 3% | 2% | 4% | / | -22% | -10 | -6%
C=CC(C)Sc1nc2c(c(=O)n(C)c(=O)n2C)n1Cc1ccccc1Cl (stereo not drawn) | -1% | 6% | 13% | -13% | -11% | 5% | -2% | 6% | ? | -7 | -3%
CC(=O)N1CCN(C(=O)c2cccc(S(=O)(=O)N3CCN(c4ccccc4)CC3)c2)CC1 | 0% | 12% | -2% | 6% | -4% | 0% | -11% | -8% | 1% | -1 | -3%
CCN(C(=O)COC(=O)c1ccc([N+](=O)[O-])o1)c1cccc2ccccc12 | 6% | -32% | 18% | -5% | -5% | ? | 7% | / | -3% | / | -4%
O=C(c1ccc([N+](=O)[O-])cc1)N1CCCC1 | -4% | 3% | -3% | -3% | 3% | -1% | 8% | 0% | 0% | 24 | -1%
O=C(CCn1cccn1)Nc1ccc2c(c1)OCCO2 | -6% | 30% | 6% | 0% | 2% | 2% | 5% | -2% | ? | 3 | -4%
Cc1ccccc1NC(=O)/C(=C/c1cccs1)NC(=O)c1ccco1 | 8% | -14% | -1% | 1%[46.1 µM] | -1% | 5% | -6% | -8% | 6% | -5 | -1%
CCn1c(P(C)(=O)O)nc2cc(NC(=O)c3ccccc3Cl)ccc21 | -5% | 1% | 3% | -6% | 3% | -4% | 1% | -6% | 5% | -1 | 1%
COc1ccc(-c2nc3c(s2)CN(S(C)(=O)=O)CC3)cc1OC | -5% | 11% | -3% | -7% | 4% | ? | -17% | 2% | ? | -5 | -1%
CC(=O)Nc1ccc(S(=O)(=O)NC2(C(F)(F)F)NC(=O)N(c3ccc(C)cc3)C2=O)cc1 (stereo not drawn) | -2% | 5% | 1% | -1% | / | -3% | 3% | 1% | 2% | 7 | 0%
CCNc1nc(N)nc(Oc2ccc(OCCOc3ccc(Cl)cc3Cl)nn2)n1 | 16% | -6% | -1% | 1% | 1% | ? | 4% | -5% | 12% | 0 | -7%
CCOCCCNC(=O)N[C@H](C(=O)OC)C(C)CC (stereo partly drawn) | -5% | 7% | -7% | -2% | 0% | 2% | 5% | -3% | 2% | 7 | 1%
COc1ccccc1Oc1cc(-n2nc(C)cc2C)ncn1 | -1% | -9% | 1% | -6%[46.1 µM] | -1% | -1% | 3% | 13% | -4% | 18 | -2%
CCOc1ccc(NC(=O)CN(C)C(=O)c2ccc(NC3CC3)c([N+](=O)[O-])c2)cc1OCC | -8% | 14% | -12% | 1% | -6% | 0% | -24% | 1% | -8% | 8 | -5%

Just Eya2 phos inh, TSHR antagonist and Mito fusion act, for two of the compounds above:
SMILES	Eya2 phos inh	TSHR antagonist	Mito fusion act
COc1ccccc1Oc1cc(-n2nc(C)cc2C)ncn1	3%	18	13%
CCn1c(P(C)(=O)O)nc2cc(NC(=O)c3ccccc3Cl)ccc21	1%	-1	-6%

Further results:
SMILES | Tb PFK block | a7 integrin act | A-T KAP1 phos | TCR act | S-ASM inh | BCR signal inh | Eya2 phos inh | Mito fusion act | ELG1 repair inh | TSHR antagonist | PTAP TSG101 blk
Cc1cc2c(cc1S(=O)(=O)NCCc1ccc(Cl)cc1)OCC(=O)N2 | -2% | -18% | 3% | 2% | -4% | ? | 1% | -1% | -22% | 4 | -1%
COc1ccccc1C(=O)NCC(=O)NCCCN1CCOCC1 | -4% | 4% | -1% | 1% | -2% | 2% | -2% | -9% | 11% | -15 | -5%
CC(NC(=O)COC(=O)Cc1ccsc1)c1ccccc1 (stereo not drawn) | -4% | -1% | 2% | 0%[46.1 µM] | 2% | 0% | -6% | -1% | 15% | 5 | -1%
C(=N\Nc1ncnc2sc3c(c12)CCC3)/c1cccs1 | -2% | / | 1% | / | / | ? | -5% | -1% | ? | 11 | /
O=C(CSc1nnc(-c2ccc(O)cc2)o1)Nc1ccc2c(c1)OCCO2 | 0% | 7% | 7% | -13% | 0% | -2% | -12% | 0% | ? | 0 | -5%
O=C(OCC(=O)N1CCCC1=O)C1CCN(S(=O)(=O)c2c(Cl)cccc2Cl)CC1 | -18% | 10% | -4% | 3% | 2% | 1% | 3% | -1% | 18% | 27 | -1%
COCC(=O)Nc1nnc(-c2cccs2)s1 | -1% | ? | -1% | -4% | 6% | -29% | 13% | 3% | ? | 1 | 0%
Cc1ccccc1N1CC(C(=O)N2CC(C)CC(C)C2)CC1=O (stereo not drawn) | 0% | 0% | -6% | / | -1% | -1% | 22% | 1% | ? | 13 | -3%
COc1cccc(OC)c1C(=O)NC(C)c1ccccc1 (stereo not drawn) | 5% | -25% | / | -1%[46.1 µM] | 2% | 0% | 5% | -4% | 0% | 9 | -4%
CC1CC(C)CN(C(=O)CSC2=Nc3ccccc3C3=NC(Cc4c[nH]c5ccccc45)C(=O)N23)C1 (stereo not drawn) | 0% | -40% | 0% | -1% | -12% | 4% | 4% | -2% | -18% | -9 | 0%
